HCV inhibitor – HCV inhibition | AID 651820 | Huh7.5.1 HCVcc-Cre infection, luciferase reporter, 44 h | Potency, µM (top dose mostly 41.8 µM), without a hit: top-dose activity change, negative = inhibition, hits mostly inhibitors | actives 3.4% (n = 340,000); further: potency means the concentration at half of the fitted maximal effect; on the % scale 0 is the no-effect control and ±100 the full control effect
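Reporter virus HCVcc-Cre (~0.5 moi) infects cells exposed to compound; seeding density 1,000 cells/well with 4 h settling beforehand. Luminescence, 15 sec read, taken 44 h post-infection following a 15 min RT substrate incubation.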
Cycloheximide cs – counter-screen hit for Shiga toxin inhibitors, cycloheximide | actives 12% (n = 300,000) | AID 2314 | cell reporter, cycloheximide protein synthesis inhibition counterscreen | max response, %; in the data active means max response mostly above about 13%, no sharp cut-off; inactive means mostly below about 14%; further: read at 38.3 µM for the half of the compounds with a filed dose; 0% is about no effect
Pf growth 96h – P. falciparum growth inhibition at 96 hour, primary screen for plastid delayed-death inhibitors; P. falciparum luciferase reporter growth, 96 h; Potency, µM (titrated, usually from 28.7 µM), inactives show at the top dose activity change, negative = inhibition, actives largely listed as inhibitors; actives 6.9% (n = 320,000); AID 504834; further: potency means the concentration at half of the fitted maximal effect; on the % scale 0 is the no-effect control and ±100 the full control effect
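96 h incubation, 37 C, 5% CO2, of luciferase-reporter P. falciparum-infected RBCs (2% hematocrit, 0.05% parasitemia final) with test compounds; endpoint luminescence.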
FBPA Giardia inh – Giardia lamblia aldolase inhibition | A8B2U2 | purified Giardia FBPA | Potency, µM (doses to about 59.6 µM), for the others: at the top dose activity, negative = inhibition, most hits filed as inhibitors | actives 0.71% (n = 290,000); further: potency means the concentration at half of the fitted maximal effect; on the % scale 0 is the no-effect control and ±100 the full control effect; nearly all actives have a fitted effect of over 55% in size
Target sequence (A8B2U2 whole entry, looked up): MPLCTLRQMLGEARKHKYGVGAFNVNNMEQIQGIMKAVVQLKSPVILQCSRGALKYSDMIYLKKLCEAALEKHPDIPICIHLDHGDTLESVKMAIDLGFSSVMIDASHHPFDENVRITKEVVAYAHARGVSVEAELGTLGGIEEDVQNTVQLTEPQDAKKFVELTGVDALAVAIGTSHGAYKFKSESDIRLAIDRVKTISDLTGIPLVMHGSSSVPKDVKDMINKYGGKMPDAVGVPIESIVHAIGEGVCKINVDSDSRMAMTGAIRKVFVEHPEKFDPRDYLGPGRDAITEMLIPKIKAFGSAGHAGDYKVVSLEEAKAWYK
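Giardia FBPA (40 nM reagent) was preincubated 10 min at RT with compound (up to 57.5 uM final), then substrate plus GAPDH/TPI/NAD/arsenate coupling system with diaphorase/resazurin was added; resorufin fluorescence (525/598 nm) was read after 20 min.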
Shiga inhibitor – blocks Shiga toxin action in Vero cells; Vero cells, Shiga toxin protein synthesis inhibition reporter; inhibition, % at 38.7 µM; actives 9.2% (n = 290,000); AID 2315; in the data active means inhibition mostly above about 28%, no sharp cut-off; inactive means mostly below about 43%; further: 0% is about no effect
Pf growth 48h – inhibits P. falciparum growth in the first generation, 48 h; P. falciparum luciferase growth in erythrocytes, 48 h; Potency, µM (titrated, usually from 28.7 µM), without a hit: at the highest dose activity change, negative = inhibition, hits mostly inhibitors; actives 5.9% (n = 310,000); AID 504832; further: potency means the concentration at half of the fitted maximal effect; on the % scale 0 is the no-effect control and ±100 the full control effect
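Here the parasites carry a stable luciferase gene and grow inside erythrocytes in Albumax-based RPMI medium with compound for one erythrocytic cycle. Activity is scored as loss of luminescent signal.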
Active calls of the source: *; ? = inconclusive; · = no result given; [ ] = remark or other dose. Unless noted, the call rests on the fitted dose curve; in most records, active means well fitted curve in the direction sought with a large enough effect; inconclusive means small, poorly fitted or top-dose-only effect, or another doubt; inactive means no such curve, though single readings can be large; an effect the other way counts as inactive or inconclusive.

SMILES | HCV inhibitor | Cycloheximide cs | Pf growth 96h | FBPA Giardia inh | Shiga inhibitor | Pf growth 48h
Cc1ccc(-n2[nH]c(C)c(/C=N/NC(=O)c3cccc([N+](=O)[O-])c3)c2=O)cc1C | -28% | 34* | 16% | ? | 62* | 11%
O=C1CC(N(Cc2cccs2)C(=O)Nc2ccccc2)C(=O)N1c1ccc(Cl)cc1 (stereo not drawn) | ? | -6 | ? | -4% | -3 | -6%
C/C(=N\NC(=O)CSCc1ccc([N+](=O)[O-])cc1)c1ccccc1O | ? | -3 | -22% | -26% | -5 | ?
COc1ccccc1NC(=O)CSC1=NC(=O)C(NC(C)=O)C(=O)N1 (stereo not drawn) | -14% | -5 | 0.83µM* | 1% | -26 | 4%
CCCCOC(=O)Nc1ccccc1C(=O)OC | 5% | -4 | ? | 2% | -22 | 74%[activator]
Cc1ccc(Cl)cc1NC(=O)COC(=O)CC1CC2CCC1C2 (stereo not drawn) | 9% | -6 | -28% | -6% | -19 | ·
CCOc1cc(/C=N/O)cc(Cl)c1OC | 11µM* | -7 | ? | -2% | -12 | 34%[activator]
Cc1ccc(NC(=O)c2sc(N)nc2-c2ccc([N+](=O)[O-])cc2)cc1C | -11% | -2 | 29% | 5% | -14 | -5%
Cc1ccc(S(=O)(=O)NC(=O)c2ccc(-c3ccc(C)c4ccccc34)o2)cc1 | 12% | -4 | -5% | 3% | -15 | 3%
Cc1nc2ncccn2c1-c1csc(Nc2cccc(C(=O)O)c2)n1 | -3% | 5 | ? | ? | -5 | 32%[activator]
Cc1cccc2cc(CN(Cc3ccc(F)cc3)Cc3nnnn3C3CCCC3)c(=O)[nH]c12 | 0% | -4 | 153%[activator] | 0% | -23 | -9%
COc1ccccc1CNC(=O)C1CCN(C(=O)N(C)C)CC1 | 14% | 12 | 14% | 5% | -2 | ·
COc1ccccc1NC(=O)Cc1coc2cc(C)ccc12 | -5% | 24* | -26% | 1% | 24 | ·
COc1ccc(-c2nn(-c3ccccc3)cc2C(=O)Nc2ccc(C(=O)O)cc2)cc1OC | -28% | -4 | ? | -10% | 2 | ?
COc1cc(/C=N/n2c(=S)[nH]nc(C)c2=O)cc([N+](=O)[O-])c1O | 1% | -7 | 15µM* | 16µM* | 11 | 64%[activator]
CCCOc1ccc(C(=O)Nn2c(C)nc3ccccc3c2=O)cc1 | -28% | 2 | 26% | 6% | -6 | -1%
CN(CC(=O)Nc1ccc(S(=O)(=O)N2CCCC2)cc1)Cc1ccc(Cl)cc1 | ? | 2 | 8.3µM* | -6% | -3 | ?
COc1ccc(CCNC(=O)c2csc3c2CCCC3)cc1 | ? | 23 | 69%[activator] | -1% | 31 | 45%[activator]
C/C(=N/NS(=O)(=O)c1ccc(C)cc1)c1ccc(NC(=O)C(F)(F)F)cc1 | 13% | -3 | ? | 0% | 2 | -7%
O=C(CN1C(=O)C(=O)N(C2CCCC2)C1=O)Nc1ccc(N2CCOCC2)cc1 | -12% | 1 | ? | -8% | -8 | 14%
O=C(COC(=O)c1cn(-c2ccccc2)nc1-c1ccccc1)c1ccc([N+](=O)[O-])cc1 | 6% | -2 | 81%[activator] | 2% | -10 | 1%
Cc1ccc(C)c(NS(=O)(=O)c2c(C)[nH]c(C)c2C(=O)N2CCCCC2)c1 | 15% | -5 | 30% | -3% | 3 | -9%
CCc1cccc(C)c1NC(=S)N(CCOC)C(C)c1ccco1 (stereo not drawn) | -13% | 7 | 10% | -2% | -3 | ?
COc1cccc(CN(C)C(=O)Cc2c[nH]c3ccccc23)c1OC | ? | -5 | 15% | · | 25 | 2%
CN(C)c1ccc2nsnc2c1[N+](=O)[O-] | 16% | 3 | 8% | -1% | -3 | 21%

Fetched by compound from the list above (3):
SMILES | HCV inhibitor | Cycloheximide cs | Pf growth 96h | FBPA Giardia inh | Shiga inhibitor | Pf growth 48h
CCOc1cc(/C=N/O)cc(Cl)c1OC | 11µM* | -7 | ? | -2% | -12 | 34%[activator]
CN(C)c1ccc2nsnc2c1[N+](=O)[O-] | 16% | 3 | 8% | -1% | -3 | 21%
CCCOc1ccc(C(=O)Nn2c(C)nc3ccccc3c2=O)cc1 | -28% | 2 | 26% | 6% | -6 | -1%

Rewritten as comma-separated lines: entries from further up.
canonical_smiles,HCV inhibitor,Cycloheximide cs,Pf growth 96h,FBPA Giardia inh,Shiga inhibitor,Pf growth 48h
O=C1CC(N(Cc2cccs2)C(=O)Nc2ccccc2)C(=O)N1c1ccc(Cl)cc1 (stereo not drawn),?,-6,?,-4%,-3,-6%
CCCOc1ccc(C(=O)Nn2c(C)nc3ccccc3c2=O)cc1,-28%,2,26%,6%,-6,-1%

More structures follow.
SMILES | HCV inhibitor | Cycloheximide cs | Pf growth 96h | FBPA Giardia inh | Shiga inhibitor | Pf growth 48h
CN(C)CCCNC(=S)NCc1ccc(Cl)cc1 | -9% | -2 | ? | 7% | -10 | -9%
COc1ccc(CNC(=O)COC(=O)/C=C/c2ccc(S(=O)(=O)N3CCOCC3)cc2)cc1 | -10% | 9 | ? | 3% | -7 | 3%
CCOC(=O)c1c[nH]c2c(Cl)c(Cl)ccc2c1=O | 5% | -1 | -34% | -1% | -20 | -1%
O=c1c2ccccc2sn1-c1ccc(S(=O)(=O)N2CCCC2)cc1 | 3% | 7 | 0% | -23% | 8 | ?
Cc1cc(C(C)c2ccccc2)c(O)c(CN2CCOCC2)c1C (stereo not drawn) | 0% | 9 | 8% | -12% | 18 | 1.9µM*
CCc1nnc(NC(=O)CSc2nnc(-c3ccccc3OC)n2-c2ccc(C)cc2)s1 | -7% | -3 | · | 1% | -1 | -6%
Fc1ccc(COc2cccc(CNCc3ccncc3)c2)cc1 | ? | 4 | ? | -12% | 10 | -5%
C=CCn1c(SCC(=O)Nc2ccccc2OC)nc(O)c(CC)c1=O | 14% | -4 | ? | 5% | 14 | -10%
COc1ccccc1CN1C(=O)[C@@H]2C(CCC(N)=O)NC3(C(=O)Nc4c3ccc(Cl)c4C)[C@@H]2C1=O (stereo partly drawn) | 15% | 2 | 1%[5.75 µM] | -4% | -7 | ?
COc1cc(NC(=O)C/C(C)=N/NC(=O)c2cccc(O)c2)c(OC)cc1Cl | 9% | 30* | 14% | -1% | 129* | 14%
OCCN1CCN(c2ncnc3sc(-c4ccccc4)cc23)CC1 | ? | -3 | -16% | 0% | -14 | 2%
O=S(=O)(N/N=C\c1cccc(F)c1)c1ccccc1 | 18% | -5 | 36%[activator] | -22% | -8 | 7%
CC(C)(C)n1nc2c(c1NC(=O)c1ccc(C(F)(F)F)cc1)CS(=O)(=O)C2 | 16% | -2 | 18% | · | -5 | 9%
COCCn1c(SCCCC(=O)c2ccc(Br)cc2)nnc1-c1ccncc1 | 7.9µM* | -5 | 13µM* | 6% | -19 | ·
Cc1ccc(C(=O)CC(C(=O)O)c2cn(CCC#N)c3ccccc23)cc1 (stereo not drawn) | -8% | -1 | ? | 13% | 8 | ·
Cc1cc(=O)oc(C)c1C(=O)NCC(C)C | -5% | 11 | 4% | -15% | 4 | 14%
CN(c1cccc(NS(=O)(=O)c2ccccc2)c1)S(C)(=O)=O | -4% | 0 | 26% | 0% | 7 | 47%[activator]
Cc1ccc(-c2csc(SCC(=O)Nc3cc(C)on3)n2)cc1 | -19% | -1 | -16% | 0% | 8 | -28%
CC(=O)Nc1ccc(O)c(-c2nc3ccccc3s2)c1 | ? | 49* | 163%[activator] | -6% | 131* | 142%[activator]
Cc1ccc(/C=N/c2sc3c(c2C#N)CCC3)s1 | 3% | 55* | 7.4µM* | -4% | 114* | 71%[activator]
O=C(NCC1CCCO1)C(=O)NCC(c1ccco1)N1CCN(c2ccccc2)CC1 (stereo not drawn) | -5% | 4 | 4% | -5% | -12 | 4%
COc1ccc(CC(=O)OCc2cc3cccc(C)c3[nH]c2=O)cc1 | 6% | 2 | · | 1% | 28 | 32%[activator]
O=C(CSc1ccc2ccccc2c1Br)Nc1cccc(S(=O)(=O)NC2=NCCCCC2)c1 | -22% | -4 | ? | 2% | -9 | 7%
CC(=O)c1cccc(N2C(=O)C3C4CCC(C4=C(C)C)C3C2=O)c1 (stereo not drawn) | 2% | 1 | -17% | -9% | 25* | -17%
COc1cccc(C(=O)NNC(=O)C(=O)Nc2cccc3ccccc23)c1 | -14% | -1 | ? | 13% | -11 | 39%[activator]
The results go on:
SMILES | HCV inhibitor | Cycloheximide cs | Pf growth 96h | FBPA Giardia inh | Shiga inhibitor | Pf growth 48h
CCOC(=O)c1ccc(NC(=O)Cn2c(=O)oc3ccccc32)cc1 | 1% | -2 | -20% | 4% | · | ?
O=C(CSc1nc2ccccc2c(=O)n1-c1ccccc1)N/N=C/C=C/c1ccccc1[N+](=O)[O-] | ? | 15 | ? | 4% | 0 | 9.3µM*
CCOC(=O)N1CCN(c2cc(=O)n(-c3ccc(Br)cc3)c(=O)[nH]2)CC1 | 21% | 2 | 31%[activator] | -14% | -9 | 7%
O=C(c1ccccc1)c1ccc(OCCn2cnc3ccccc3c2=O)cc1 | -20% | -2 | 38%[activator] | 1% | 37 | -3%
CCCn1nnc2sc3c(c2c1=O)CCC(C)C3 (stereo not drawn) | 0% | 36* | 12µM* | 8% | 90* | ·
Cc1ccc([N+](=O)[O-])cc1N=Nc1c(C)[nH]n(C(N)=S)c1=O | 11% | 7 | 17% | 21% | -3 | ·
Cc1ccccc1C(=O)Oc1cc(N)n(S(C)(=O)=O)n1 | 14% | 8 | ? | 1% | 22 | 17%
COc1ccc(CCNC(=S)NC(=O)c2cccc(Cl)c2)cc1OC | -22% | -1 | ? | -18% | 3 | ?
Cc1ccc(Nc2cc(C)nc(N3CCOCC3)n2)cc1 | ? | 26* | 24% | -18% | 81* | 66%[activator]
COc1ccc(CN2CCC(C(=O)Nc3ccc(Oc4cccnc4)cc3)CC2)cc1 | ? | -3 | -10% | · | 16 | 12µM*
O=C(O)C1CN(C(=O)c2cccc(Br)c2)C1 | -2% | 6 | -17% | 2% | 2 | 65%[activator]
O=C(Nc1cc(Cl)cc(Cl)c1)N1CCCC1 | 1% | 11 | ? | 1% | 9 | -95%
CC(=O)Nc1ccc(C(=O)OCC(=O)N2CCC(Cc3ccccc3)CC2)cc1 | ? | · | ? | · | · | ?
Clc1ccc(/C(Cc2nc3ccccc3[nH]2)=N\Nc2ccccc2)cc1 | 11µM* | 37* | ? | -11% | 34* | ?
O=S(=O)(/N=C(/NC(=S)Nc1ccccc1)c1ccccc1)c1ccc(Cl)cc1 | -3% | 41* | ? | 18µM* | 101* | 172%[activator]
CCOc1ncccc1C(=O)OCC(=O)Nc1cccc(C(C)=O)c1 | -2% | 4 | · | -3% | -11 | 28%
CC1Cc2ccccc2N1C(=O)COC(=O)Cn1nnc(-c2ccccc2)n1 (stereo not drawn) | 3% | 4 | 0% | 2% | 25 | 2%
Cn1c(=O)c(Nc2ccc(O)cc2)c2c3c(cccc31)C(=O)c1ccccc1-2 | ? | -2 | ? | ? | -5 | ?
CC(C)(C)C(=O)N1CCC[C@H]1C(O)(c1ccccc1)c1ccccc1 | 8% | 11 | ? | 3% | 6 | ?
CC(=O)c1c(C)[nH]c(C(=O)NNC(=O)COc2ccc(Cl)cc2C)c1C | ? | · | -1% | · | · | ?
COc1ccc2c(c1OC)C(=O)OC2CC(=O)c1ccc(O)cc1 (stereo not drawn) | 23% | -3 | -4% | 17% | -25 | ?
O=C(CCCc1cccs1)NCCc1c[nH]c2ccccc12 | ? | 21 | -4% | 11% | 22 | 16%
N#CC(C#N)=Cc1cnc(N2CCN(c3ccccc3)CC2)s1 | -3% | -2 | 4% | 3% | -2 | ·
CC(C)(C)c1cc(/C=N/NC(=O)Cc2nc3ccccc3[nH]2)cc(C(C)(C)C)c1O | -7% | -2 | ? | -20% | -12 | ·
O=C(c1ccc(Cn2c(=O)[nH]c3ccsc3c2=O)cc1)N1CCN(c2ccccc2)CC1 | -26% | 7 | -12% | 5% | -16 | ?
